Assay outcomes (PubChem BioAssay)
D2 antag – antagonists of human D2 dopamine receptor. HEK293 TREx D2 cells, calcium flux, dopamine EC80. inhibition, % at 10 µM. P14416. actives 2% (n = 340,000). AID 485344; in the data active means inhibition above about 30%; further: 0% is about no effect
Target sequence (P14416 whole entry, looked up): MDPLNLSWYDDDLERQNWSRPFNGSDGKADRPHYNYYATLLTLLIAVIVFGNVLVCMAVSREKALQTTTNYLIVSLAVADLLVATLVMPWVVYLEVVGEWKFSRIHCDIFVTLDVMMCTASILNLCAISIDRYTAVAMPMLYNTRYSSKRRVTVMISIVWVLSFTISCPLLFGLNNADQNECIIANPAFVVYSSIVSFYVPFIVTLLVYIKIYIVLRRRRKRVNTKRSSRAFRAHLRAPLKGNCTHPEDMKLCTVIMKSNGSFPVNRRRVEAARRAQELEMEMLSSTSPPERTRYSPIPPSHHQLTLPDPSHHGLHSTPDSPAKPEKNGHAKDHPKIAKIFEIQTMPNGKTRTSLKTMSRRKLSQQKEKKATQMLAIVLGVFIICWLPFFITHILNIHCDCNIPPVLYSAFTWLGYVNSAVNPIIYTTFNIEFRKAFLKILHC
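Compounds are added to dye-loaded, induced HEK293 T-REx cells coupled to calcium release via D2; after a 3 min kinetic read an EC80 dopamine stimulus is given and fluorescence is recorded for 3 more min.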
D1 potentiator – potentiators of human D1 dopamine receptor | HEK293 TREx D1 cells, calcium flux, dopamine EC20 potentiation | actives 0.036% (n = 360,000) | P21728 | potentiation, % at 10 µM; in the data active means potentiation above about 30%; further: 0% is about no effect
Target sequence (P21728 whole entry, looked up): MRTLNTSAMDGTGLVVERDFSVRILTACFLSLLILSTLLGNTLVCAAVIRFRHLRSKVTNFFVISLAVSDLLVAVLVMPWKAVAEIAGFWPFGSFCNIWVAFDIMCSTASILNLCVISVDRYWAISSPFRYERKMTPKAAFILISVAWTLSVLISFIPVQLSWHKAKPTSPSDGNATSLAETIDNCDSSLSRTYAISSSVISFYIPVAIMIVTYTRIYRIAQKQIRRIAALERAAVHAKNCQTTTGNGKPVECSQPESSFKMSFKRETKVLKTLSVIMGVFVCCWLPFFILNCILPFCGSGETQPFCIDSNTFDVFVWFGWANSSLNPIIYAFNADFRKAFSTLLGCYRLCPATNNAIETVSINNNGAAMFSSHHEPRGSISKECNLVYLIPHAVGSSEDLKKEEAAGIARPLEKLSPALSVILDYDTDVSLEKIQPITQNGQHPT
RXFP1 antagonist – antagonists of human relaxin receptor RXFP1. Q9HBX9. HEK293-RXFP1, relaxin-stimulated cAMP HTRF, 30 min; stronger effect = lower value. activity change, negative = inhibition, % at 57.5 µM. actives 0.59% (n = 350,000);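 active means activity change of -60% or lower, but not beyond a set lower limit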; further: on the % scale 0 is the no-effect control and ±100 the full control effect
D2 potentiator – D2 dopamine receptor (human) potentiation | P14416 | HEK293 T-REx D2, calcium flux, EC20 dopamine potentiation | potentiation, % at 10 µM | actives 0.34% (n = 340,000);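 active means potentiation over 3 SD above the plate norm, cut at about 30% in these data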; further: 0% is about no effect
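Primary screen. Calcium kinetics in induced HEK293 T-REx D2 cells: compound pre-addition 180 s, EC20 dopamine, 180 s more.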
TRHR PAM – TRH receptor (human) allosteric enhancement. TRHR cells, fluo-8 calcium fluorescence, EC20 TRH enhancement. enhancement, % at 2 µM. P34981. actives 0.66% (n = 360,000); in the data active means enhancement above about 30%; further: 0% is about no effect
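TRHR-expressing cells loaded with fluo-8 calcium dye were read kinetically (ex 480/em 530) during compound addition, then stimulated with an EC20 of TRH (10 nM final). Enhancement of the Gq-mediated intracellular calcium response was scored.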
D1 antagonist – human D1 dopamine receptor antagonism; P21728; HEK293 TREx D1 cells, calcium flux, dopamine EC80; stronger effect = lower value; activity change, negative = inhibition, % at 10 µM; actives 3.2% (n = 360,000); in the data active means activity change below about -30%; further: on the % scale 0 is the no-effect control and ±100 the full control effect
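Allosteric or orthosteric antagonism assessed as attenuation of the calcium response to EC80 dopamine, added 180 s after compound, in induced HEK293 Trex D1 cells loaded with no-wash calcium dye.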
RXFP1 ag – agonists of human relaxin receptor RXFP1; HEK293T-RXFP1 cAMP TR-FRET, 30 min; response scale: percent of porcine relaxin response, buffer zero; AID 2676; Q9HBX9; Potency, µM (top dose mostly 57.5 µM), for inactives: at the top dose activation, hits mostly activators; actives 0.3% (n = 370,000); active means well fitted activation curve with a large enough effect; further: potency means the concentration at half of the fitted maximal effect; on the % scale 0 is the no-effect control and ±100 the full control effect; nearly all actives have a fitted effect of over 60% in size; many of its hits are not listed in these tables
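HEK293 cells stably expressing RXFP1, treated 30 min at 37C with compounds plus PDE4 inhibitor Ro 20174; cAMP measured by HTRF TR-FRET. Normalized to buffer and 29 nM porcine relaxin; EC50 by Hill fit.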
D2 ag – D2 dopamine receptor (human) agonism | P14416 | HEK293 T-REx D2 cells, calcium flux agonist mode | activation, % at 2 µM | actives 0.53% (n = 340,000) | AID 485358;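 active means activation over 3 SD above normal in the single-dose calcium agonist read, cut at about 30% in these data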; further: 0% is about no effect
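Tetracycline-induced HEK293 Trex cells with D2 receptor force-coupled to calcium signaling, plated overnight at 30 C and loaded with no-wash calcium dye. Calcium flux read kinetically for 180 s after compound addition; responses flag agonists.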
D1 ag – agonists of human D1 dopamine receptor; P21728; actives 1% (n = 360,000); activation, % at 2 µM; HEK293 T-REx D1 cells, calcium flux, agonist mode; AID 504660; in the data active means activation above about 30%; further: 0% is about no effect
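Inducible HEK293 T-REx D1 cells, force-coupled to calcium signalling, were plated at 4000 cells/well with tetracycline and held overnight at 30 C. After no-wash calcium dye loading, compound-evoked calcium rise over 180 s flagged agonists.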
* = called active by the depositor; . = no result given.

Keys: A = D2 antag; B = D1 potentiator; C = RXFP1 antagonist; D = D2 potentiator; E = TRHR PAM; F = D1 antagonist; G = RXFP1 ag; H = D2 ag; I = D1 ag
SMILES: C/C(=C1\SC(N2CCOCC2)=NC1=O)c1ccc(C)cc1
  A: 7; B: -3; C: -2; D: 11; E: -1; F: 14; G: -1.2%; H: 0.8; I: -1
SMILES: CCCN(c1nc(C)cc(OC)n1)S(=O)(=O)c1ccccc1
  A: -2; B: -3; C: 15; D: 9; E: -3; F: 6; G: -0.3%; H: 0.5; I: 0
SMILES: Cc1ccccc1/[N+]([O-])=C/c1ccncc1
  A: 5; B: 1; C: 20; D: 1; E: 14; F: 5; G: 1.4%; H: 0.5; I: 0
SMILES: COCCOC(=O)C1=C(C)NC2=C(C(=O)CC(c3cccs3)C2)C1c1ccsc1 (configuration not stated)
  A: 10; B: 4; C: -5; D: 5; E: -5; F: 2; G: 1.2%; H: 0.0; I: 2
SMILES: O=C(C1CCCC1)N1CCC(CO)(Cc2ccccc2Cl)CC1
  A: 13; B: -3; C: -4; D: 6; E: 0; F: 8; G: 0.0%; H: 1.0; I: 2
SMILES: O=C(NCc1ccccc1)C1C(=O)N(Cc2ccccc2)C(=O)C1C1(O)CCCC1 (configuration not stated)
  A: -7; B: -2; C: -6; D: -7; E: -5; F: 2; G: 0.0%; H: 1.2; I: 2
SMILES: C=CCOC(=O)Nc1c(C(=O)OC)[nH]c2ccccc12
  A: -10; B: 0; C: -13; D: 2; E: -5; F: 1; G: 0.9%; H: 0.1; I: 2
SMILES: Cc1ccc(NC(=O)C2CCCN(S(=O)(=O)c3cccc4cccnc34)C2)c(C)c1 (configuration not stated)
  A: .; B: -4; C: -7; D: 1; E: -3; F: -1; G: 2.8%; H: -1.0; I: 2
SMILES: O=C(c1ccc(Cl)c([N+](=O)[O-])c1)N1CCN(C(=O)c2ccco2)CC1
  A: 3; B: -3; C: 0; D: -1; E: -3; F: 3; G: 3.5%; H: 0.1; I: 0
SMILES: COC(=O)COc1ccc(Oc2nc(NC(C)(C)C)nc(N(C)C)n2)nn1
  A: .; B: 0; C: -8; D: .; E: 3; F: -5; G: 2.1%; H: .; I: 0
SMILES: COc1ccc(C2C3=C(CC(C)(C)CC3=O)OC(N)=C2[N+](=O)[O-])cc1 (configuration not stated)
  A: -1; B: 0; C: 10; D: 6; E: -5; F: 0; G: 0.8%; H: -0.1; I: 1
SMILES: Cc1c(NC(=O)Nc2cccs2)cccc1[N+](=O)[O-]
  A: .; B: -12; C: 3; D: .; E: 3; F: -36*; G: -0.9%; H: .; I: 18
SMILES: CC(C)Cc1cc(C(=O)Nc2sc3c(c2C#N)CCC3)no1
  A: -28; B: 10; C: -66*; D: 19; E: 18; F: -10; G: 1.7%; H: 0.1; I: 7
SMILES: CCCN(CC1CCCO1)C(=O)CCc1nnc(CCc2ccc(OC)cc2)o1 (configuration not stated)
  A: -18; B: 1; C: 7; D: -4; E: 5; F: 17; G: -1.8%; H: 0.1; I: 2
SMILES: CC(=O)c1cccc(Nc2nc(-c3ccccc3Cl)nc3ccccc23)c1
  A: .; B: -3; C: .; D: -1; E: 1; F: -26; G: 23%; H: -1.9; I: 1

(next part)
Keys: A = D2 antag; B = D1 potentiator; C = RXFP1 antagonist; D = D2 potentiator; E = TRHR PAM; F = D1 antagonist; G = RXFP1 ag; H = D2 ag; I = D1 ag
SMILES: Cc1cnc(NC(=O)c2c(-c3ccccc3)noc2C)s1
  A: -3; B: -6; C: 0; D: 2; E: -1; F: -34*; G: -1.1%; H: 1.3; I: -1
SMILES: COc1ccccc1C(=O)NC(=O)COC(=O)c1nc(Cl)ccc1Cl
  A: -7; B: 4; C: -9; D: 5; E: 3; F: 16; G: -0.2%; H: -0.5; I: 0
SMILES: Oc1ccccc1C=NC1CCCCC1N=Cc1ccccc1O (configuration not stated)
  A: -8; B: -4; C: -15; D: -3; E: -1; F: 18; G: -1.5%; H: -0.2; I: 2
SMILES: CCOC(=O)N1CCN(C(=O)c2cnn3c(C)c(Cc4ccc(C)cc4)c(C)nc23)CC1
  A: -4; B: 0; C: -4; D: 3; E: 3; F: -10; G: 0.6%; H: -0.5; I: 1
SMILES: O=C(N/N=C1/CCS(=O)(=O)c2ccc(F)cc21)c1cccnc1
  A: 10; B: -3; C: 2; D: -4; E: -3; F: 16; G: 4.5%; H: -0.6; I: 6
SMILES: CCc1ccc(Oc2coc3cc(OCC(=O)Nc4cc(C)ccc4C)ccc3c2=O)cc1
  A: .; B: 2; C: -3; D: .; E: 2; F: -6; G: 0.3%; H: .; I: 3
SMILES: CC(CN1CCCCC1)OC(=O)c1cccc(F)c1 (configuration not stated)
  A: -3; B: 2; C: 6; D: -11; E: -1; F: 7; G: -1.5%; H: 0.0; I: 1
SMILES: Oc1sc(C=Nc2ccc(F)cc2)c2ccccc12
  A: -9; B: -7; C: 7; D: 6; E: -2; F: -25; G: 1.0%; H: -1.0; I: 132*
SMILES: O=C(NCCc1cccc(C(F)(F)F)c1)C1CCC(=O)N(Cc2ccc(Cl)cc2)C1 (configuration not stated)
  A: 4; B: -6; C: -23; D: 5; E: -12; F: -21; G: -1.5%; H: 0.6; I: 15
SMILES: CN(CC(=O)Nc1cccc(F)c1)C(=O)C1=COCCO1
  A: -5; B: -7; C: 25; D: -14; E: -3; F: 12; G: -0.6%; H: -0.7; I: 4
SMILES: Cn1nnnc1SCC(=O)N1CCc2ccccc21
  A: 3; B: 1; C: 27; D: -1; E: 12; F: 9; G: 0.0%; H: 0.3; I: 1
SMILES: Cc1cc(C)c(O)c(-c2cc(C(=O)Nc3cccnc3)[nH]n2)c1
  A: 3; B: 2; C: -7; D: -5; E: 5; F: -4; G: -4.0%; H: -1.1; I: 9
SMILES: CCOC(=O)c1sc2nc(CSc3ccccc3)nc(N3CCCN(C)CC3)c2c1C
  A: 53*; B: -5; C: -17; D: -27; E: -3; F: 55; G: 0.7%; H: 0.1; I: 30*
SMILES: COc1ccc(CCNC(=O)CSc2nnc3ccc(-c4ccccn4)nn23)cc1OC
  A: 1; B: 0; C: -12; D: 10; E: -1; F: -3; G: 1.5%; H: -0.4; I: -1
SMILES: O=C(CC1C(=O)NCCN1Cc1ccccc1C(F)(F)F)NCCN1CCOCC1 (configuration not stated)
  A: -10; B: 0; C: 4; D: 1; E: 6; F: -14; G: 0.4%; H: 0.1; I: 3

(next part)
Keys: A = D2 antag; B = D1 potentiator; C = RXFP1 antagonist; D = D2 potentiator; E = TRHR PAM; F = D1 antagonist; G = RXFP1 ag; H = D2 ag; I = D1 ag
SMILES: Cc1ccc(/C=c2\sc3nc(-c4ccccc4Br)nn3c2=O)o1
  A: -6; B: 1; C: -8; D: -6; E: -2; F: -8; G: 0.3%; H: 0.6; I: 2
SMILES: O=c1cc2[nH]c3ccccc3c(=O)n2nc1-c1ccccc1
  A: 7; B: 0; C: -11; D: 1; E: -3; F: .; G: 20%; H: 3.3; I: 2
SMILES: O=C(NCc1ccncc1)c1cc(F)c(F)cc1Cl
  A: 3; B: -4; C: 13; D: -4; E: -2; F: -40*; G: 0.6%; H: 1.3; I: 0
SMILES: CS(=O)(=O)N(CC(=O)N/N=C/c1cccs1)c1cccc(Cl)c1Cl
  A: 6; B: 0; C: -11; D: 9; E: 2; F: -11; G: -0.3%; H: 0.0; I: 4
SMILES: O=C(CSc1c(Cl)cccc1Cl)NC1CCCc2ccccc21 (configuration not stated)
  A: 20; B: -5; C: .; D: -2; E: -14; F: 8; G: 0.4%; H: -0.3; I: 3
SMILES: CCCN(C(=O)/C=C/c1ccco1)c1c(N)n(Cc2ccccc2)c(=O)[nH]c1=O
  A: 14; B: -4; C: 2; D: 3; E: -7; F: 8; G: -0.9%; H: -0.3; I: 2
SMILES: Cc1nc2cccc(C)n2c(=O)c1Cl
  A: 15; B: -1; C: 5; D: -7; E: 3; F: 11; G: 4.0%; H: 0.1; I: 1
SMILES: COc1ccc2nc(-c3cccc(N)c3)[nH]c2c1
  A: 4; B: -12; C: -10; D: 0; E: -1; F: 11; G: 1.2%; H: 0.0; I: 1
SMILES: Cn1c(N)c(C(=O)COC(=O)C2(c3ccccc3F)CCCC2)c(=O)n(C)c1=O
  A: -9; B: -1; C: -14; D: 3; E: 4; F: -25; G: 1.5%; H: 0.6; I: 2
SMILES: CC1CCN(S(=O)(=O)c2ccc(NC(=O)C3CC3)cc2)CC1
  A: 7; B: .; C: -2; D: -2; E: -7; F: -21; G: -2.0%; H: 1.3; I: 9
SMILES: Cc1c(C)n(Cc2ccccc2)c2ncnc(NCCCN(C)C)c12
  A: 24; B: -4; C: 12; D: -6; E: 4; F: 3; G: 1.1%; H: 0.0; I: 3
SMILES: CCOC(=O)c1[nH]c2ccccc2c1NC(C)=O
  A: -5; B: -6; C: .; D: 0; E: 1; F: 10; G: 0.0%; H: 0.2; I: 4
SMILES: COc1cc2c(cc1OC)-c1nncn1C(C)(C)C2
  A: 14; B: -5; C: -6; D: 6; E: 2; F: 23; G: 2.0%; H: -0.3; I: 1
SMILES: CN1CCN(c2ccc(Cl)cc2NC(=O)/C=C/c2ccc(F)cc2)CC1
  A: .; B: 0; C: -24; D: .; E: 3; F: -12; G: -0.3%; H: .; I: 7
SMILES: COc1cccc(NC(=O)CN2CCN(c3ccc(F)cc3)CC2)c1
  A: 4; B: 2; C: -3; D: -4; E: 9; F: 3; G: 1.2%; H: -0.2; I: -1

The list continues.
Keys: A = D2 antag; B = D1 potentiator; C = RXFP1 antagonist; D = D2 potentiator; E = TRHR PAM; F = D1 antagonist; G = RXFP1 ag; H = D2 ag; I = D1 ag
SMILES: Cc1ccc(S(=O)(=O)N2CCCC2C(=O)NCc2ccncc2)cc1 (configuration not stated)
  A: -14; B: -10; C: 1; D: -14; E: -1; F: -18; G: 4.2%; H: 0.4; I: 0
SMILES: CN1CCc2c(sc3nc(SCC(N)=O)n(-c4ccccc4)c(=O)c23)C1
  A: .; B: -8; C: 9; D: .; E: 21; F: 8; G: 3.5%; H: .; I: 2
SMILES: COc1ccc(C(=O)OCC(=O)N2CCCCC2)cc1[N+](=O)[O-]
  A: -7; B: -1; C: -15; D: -1; E: 6; F: 3; G: -3.4%; H: 0.1; I: 1
SMILES: Cc1ccc(S(=O)(=O)Nc2ccc(S(=O)(=O)N3CCOCC3)cc2)cc1[N+](=O)[O-]
  A: 11; B: .; C: -9; D: 5; E: 0; F: -17; G: -2.0%; H: -0.8; I: 4
SMILES: Cc1ccccc1OCC(=O)NCC(=O)N/N=C/c1ccc(Br)o1
  A: 12; B: -2; C: -1; D: -5; E: 5; F: -10; G: 2.8%; H: -5.7; I: 1

Entries of single compounds from above. Order of values: D2 antag | D1 potentiator | RXFP1 antagonist | D2 potentiator | TRHR PAM | D1 antagonist | RXFP1 ag | D2 ag | D1 ag
`Cc1ccccc1OCC(=O)NCC(=O)N/N=C/c1ccc(Br)o1` is entered as 12 | -2 | -1 | -5 | 5 | -10 | 2.8% | -5.7 | 1
`Cc1ccc(S(=O)(=O)N2CCCC2C(=O)NCc2ccncc2)cc1` (configuration not stated) is entered as -14 | -10 | 1 | -14 | -1 | -18 | 4.2% | 0.4 | 0

The list is partial; rates above refer to the full screens.
